# SDO1 yeast rescue: sdo1-depleted yeast growth rescue | S. cerevisiae sdo1-depleted JHY4D growth rescue, OD600 30 h; hits give high values; pdr5 snq2 efflux-pump mutant strain | z-score at 10 µM | 140,000 tested, 0.21% active | AID 817;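 active = z-score above 3 at both the 24 hr and the 30 hr optical density reads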;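 note: z-score against mean and SD of all compound wells on the same plate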
# INS promoter inh: TRM-6 insulin promoter activity inhibition. TRM-6 cells (human fetal islet line), insulin promoter-eGFP reporter, imaging; reporter expression induced with tamoxifen. inhibition, % at 2 µM. AID 1273. 130,000 tested, 0.9% active;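 active = inhibition above the mean plus 3 SD, with well images judged a real hit on visual review, cut at about 60% in these data, passing the limit was not always enough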
# SDO1 yeast rescue Rescue 24 h: also measured in SDO1 yeast rescue; calls as there; z-score; S. cerevisiae sdo1-depleted JHY4D growth rescue, OD600; measured here: growth rescue at 24 h;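 0 is the plate mean of compound wells and units are plate SD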
# The depositor's hits bear a star; . = no result given. Not all compounds are listed; rates above refer to the full screens.
Molecule,SDO1 yeast rescue,SDO1 yeast rescue Rescue 24 h,INS promoter inh
CCOc1nc(-c2ccccc2)ccc1-c1noc(-c2cccs2)n1,0.49,2.9,-31
O=S(=O)(c1ccc2c(c1)OCCO2)N1CCC(c2nc3ccccc3[nH]2)CC1,0.89,0.98,0
Cc1ccc(CNC(=O)Cn2c([N+](=O)[O-])cnc2C)cc1,0.98,0.97,13
CC(=O)Oc1ccc2oc3c(c2c1)C(=O)CCC3,1.3,1.4,-6
CCCCCCCCNC(=O)CCNC(=O)c1ccc(C(C)(C)C)cc1,-1.1,-0.39,0
CCN(CC)S(=O)(=O)c1ccc(OC)c(NC(=O)CSc2ccccc2)c1,-0.52,-1.1,-220
Cc1ccc(NC(=O)COC(=O)/C=C/c2ccc(Br)o2)cc1S(=O)(=O)N(C)C,.,.,28
CCOc1ccc(-n2c(C)nnc2SCC(=O)N(CC)CC)cc1,0.79,0.51,0
COc1cccc(CNC(=O)C2CCN(Cc3cnn(-c4ccccc4)c3-n3cccc3)CC2)c1,0.38,2.5,-48
CCN1c2ccc(S(=O)(=O)N3CCOCC3)cc2N(Cc2ccc(OC)cc2)C1C (stereo not given),.,.,-436
Cc1ccc(S(=O)(=O)N2CCC(=O)N(CCOCc3ccc(C(F)(F)F)cc3)CC2)cc1,-0.84,-0.16,-64
COc1ccc(C2CC(C(F)(F)F)n3nc(C(=O)N(C)Cc4cn(C)nc4C)c(Cl)c3N2)cc1 (stereo not given),0.14,-0.37,-35
COc1ccc(C2CC(=O)Nc3sc(=N)c4c(N)c(C#N)c(N)nc4c32)cc1OC (stereo not given),0.16,-0.8,-38
CC(=O)c1cc(NC(=O)c2cccc(C(F)(F)F)c2)c(=O)oc1/C=C/N(C)C,0.26,0.03,4
Cc1ccccc1OCC(=O)NNC(=S)NC(=O)c1ccco1,-2.4,-1.9,4
CCCCN=c1scc(-c2ccc3c(c2)NC(=O)CO3)n1N=C1CCCC1,-2.5,-1.6,-14
O=C(CSc1ccccc1)Nc1ccc(NC(=O)c2ccco2)cc1,-0.22,-0.19,53
Cc1ccc(CSc2ncn(-c3ccccc3)n2)cc1,-0.48,-0.42,-28
CCOC(=O)c1ccc(NS(=O)C23CC4CC(CC(C4)C2)C3)cc1 (stereo not given),-0.63,-0.49,46
Cc1ccc(C(=O)CCCn2nnc(-c3cccnc3)n2)cc1C,-0.55,-1.2,3
C[C@@H](C(=O)NCCc1c[nH]c2ccccc12)[C@H]1C[C@]1(C)[C@H](NC(=O)OCc1ccccc1)c1ccccc1,-0.09,-0.06,-30
CN(C(=O)OCc1ccccc1)C(CC(N)=O)C(=O)O (stereo not given),-0.35,-0.21,.
Cc1c(C(=O)N2CCC(C)CC2)sc2ncnc(N3CCN(c4ccccc4)CC3)c12,-0.51,1.4,.
N#C[C@@H]1[C@@H]2C(=O)N(c3ccc4c(c3)OCCO4)C(=O)[C@@H]2C2c3ccccc3C=CN21 (stereo not given in full),1,0.8,24
O=C(Nc1ccccc1C(F)(F)F)c1ccc(CN2CCC(Cc3ccccc3)CC2)cc1,0.02,0.35,7
O=C(CCNc1ccccc1)c1cccc([N+](=O)[O-])c1,0.09,-0.57,48
CCc1cccc2c(=O)c(C(=O)N3CCOCC3)c[nH]c12,1,-0.17,.
CCCn1c(=S)[nH]c2cc(OC)c(OC)cc2c1=O,-0.48,-0.42,61
Cc1ccc(-c2nnn(CC(=O)N(CC3CCCO3)C(C(=O)NC3CCCC3)c3ccc(F)cc3)n2)o1 (stereo not given),0.22,0.27,-500
Cc1ccccc1-n1c(Cc2cccs2)n[nH]c1=S,0.17,-0.56,21
COC(=O)c1ccc(-c2ccc(/C=N/NC(=O)CC3(C)OCCCO3)o2)cc1,.,.,-8
CS(=O)(=O)N(CC(=O)N1CCC(C(N)=O)CC1)c1ccc(Oc2ccccc2)cc1,-0.34,-0.9,.
CC(Cc1ccccc1)N/C=C1/CC(=O)NC1=O (stereo not given),0.68,-0.02,30
Cc1c(Cl)cccc1NC(=S)NCc1ccccc1Cl,-0.81,-0.46,17
CSc1nc2n(n1)C(c1cc(Br)ccc1F)C(C(=O)N(C)C)=C(C)N2 (stereo not given),0.47,0.16,-23
O=C(NCCc1ccccc1)c1ccnc(/C=N/O)c1,8*,3.6*,-27
CCCC/C(C)=N\NC(=O)CNS(=O)(=O)c1ccc([N+](=O)[O-])cc1,-0.8,-0.27,18
CN1CCN(C2OC(=O)c3ccccc32)CC1 (stereo not given),0.65,0.45,50
O=C(CSC1=Nc2ccccc2C2=NC(CC(=O)NC3CCCCC3)C(=O)N12)NCc1ccco1 (stereo not given),0.42,0.12,22
Cc1cc(C)n(Cc2cccc(F)c2)c(=O)c1C#N,0.4,0.4,.
COc1ccc(N2C(=O)CCC(C(=O)Nc3ccccn3)C2c2ccc(OC)c(OC)c2)cc1 (stereo not given),-0.16,-1.6,-20
COc1ccc(-c2nc3c(=O)n(C)c(=O)[nH]c3n2CCc2ccccc2)cc1,0.77,-0.1,22
Cn1c(CCNC(=O)c2cccs2)nnc1SCC(=O)N1CCN(c2ccccc2)CC1,1.9,0.69,-4
CCCCOC(=O)Cn1c(=O)n(CC(=O)OCCCC)c2cc(C)ccc21,0.54,1.1,19
COc1ccc(C)cc1N1C(=N)/C(=C2/Nc3ccccc3S2)C(c2ccccc2)C1=O (stereo not given),-1.2,-1.1,-13
Cc1nnc(NC(=O)CSc2nc(CC(C)C)nc3c2c(=O)n(C)c(=O)n3C)s1,.,.,23
COc1ccc(N2CCN(C(=O)CSc3nnc4c(C)cc5c(C)cc(C)cc5n34)CC2)cc1,-0.46,-0.5,-36
COC(=O)c1ccc(COc2ccccc2/C=C(\C#N)C(=O)Nc2c(C)cccc2C)cc1,-0.75,0.2,-29
Cc1ccc(C)c(NC(=S)NC(NC(=O)Cc2cccc3ccccc23)C(Cl)(Cl)Cl)c1 (stereo not given),-1.2,-1.3,4
Cc1cc(O)c(C(C)C)cc1NC(=O)c1ccc(Cl)cc1,-0.06,-0.03,-33
CC1=NN(C(=O)c2ccc(Cn3cc(Br)c([N+](=O)[O-])n3)o2)C(O)(C(F)(F)F)C1 (stereo not given),0.45,-0.14,-47
Cc1cc2c(=O)oc(-c3ccc(F)cc3)nc2s1,.,.,8
Cc1ccc2c(c1)NC(=O)C(CC(=O)NCc1ccc(F)cc1)O2 (stereo not given),0.13,-1.1,.
CC(C)Cn1cc(C(=O)NCc2cccs2)c2c3ccccc3n(C)c2c1=O,1.1,4.1,.
c1ccc(-n2nnnc2-n2nnc3ccccc32)cc1,-0.01,-0.77,.
COc1ccc(/C=N/NC(=O)c2ccc(C)cc2)cc1CN1CCN(c2ccc(F)cc2)CC1,-0.26,-0.34,.
COc1ccc(S(=O)(=O)N2CCc3ccccc32)cc1C(=O)OCc1c(C)noc1C,-0.11,-0.39,-18
COC(=O)CNC(c1ccccc1)c1cc(C)ccc1NS(=O)(=O)c1ccc(C)cc1 (stereo not given),-1.1,-0.63,25
Cc1cc(C(=O)C[N+]2(C)CCOCC2)c(C)n1-c1ccc(Br)cc1,.,.,29
CNC(=O)C1C(=S)NC(N)=C(C#N)C1c1ccccc1 (stereo not given),2,2.1,2

# Further entries:
Molecule,SDO1 yeast rescue,SDO1 yeast rescue Rescue 24 h,INS promoter inh
O=C(NCc1cccs1)c1ccc2c(c1)ncn2C1CCCC1,-0.6,-1.2,.
C=CCn1c(SCC(=O)Nc2cccnc2Cl)nnc1-c1ccc(Cl)cc1,0.41,0.39,-53
COc1ccc(CCNC(=O)c2n[nH]c(=O)c3ccccc23)cc1,-0.72,0.26,-17
CN(CC(=O)N1CCN(c2ccccn2)CC1)S(=O)(=O)c1ccccc1,2.3,2.9,18
CC(=O)Nc1ccc(C(=O)OCC(=O)NC(=O)NC(C)(C)C)cc1,-0.02,-0.82,0
O=C(CN1C(=O)C2CCCCN2C(=O)c2ccccc21)Nc1ccc(F)cc1 (stereo not given),.,.,-56
COc1ccc(OC)c2[nH]c(=O)c(CCNC(=O)c3ccc(S(=O)(=O)N4CCCCC4)cc3)cc12,0.83,0.55,.
COc1ccc(CCC(=O)OCC(=O)Nc2ccc(C)c(S(=O)(=O)N(C)C)c2)cc1,-0.99,-1.6,47
Cc1cc([N+](=O)[O-])ccc1NCc1ccccc1[N+](=O)[O-],.,.,-79
COc1ccccc1-n1nnnc1SCC(=O)Nc1cc(C)on1,0.26,0.17,14
O=C(CC(c1ccccc1)c1ccccc1)NCC1CCCO1 (stereo not given),2.8,0.19,.
COC(=O)c1cc2c(-c3ccccc3)c(C)c3ccccn3c-2c1C(=O)OC,-0.73,-0.45,3
Cn1cccc1Cc1nnc(SCC(=O)Nc2nc3ccccc3s2)n1CCc1ccccc1,-0.76,-1,.
Clc1cccc(Cl)c1Cn1cnc(=NCc2ccco2)c2[nH]cnc21,-2.1,-1.2,.
Cc1ccc(S(=O)(=O)NC(CC(C)C)C(=O)NCc2ccco2)cc1 (stereo not given),-0.31,-0.43,-50
C/C(=N\NC(=O)c1cc2c(s1)CCC(C)C2)c1cccnc1 (stereo not given),-0.72,0.3,13
CCOc1cc(CNCC(C)C)cc(Cl)c1OCc1ccccc1,.,.,-14
CCOC(=O)C1CCN(Cc2nc3ccc(Cl)cc3n2CCO)CC1,0.34,0.06,.
NC(=O)CSC1=Nc2ccccc2C2=NC(CC(=O)NCc3cccs3)C(=O)N12 (stereo not given),0.34,1.1,-55
COC(=O)c1ccc(Sc2ccc(C)cc2)c(N)c1,-0.41,-0.85,.
Cc1cc(N2CCN(S(=O)(=O)Cc3ccccc3)CC2)n2ncnc2n1,1,0.71,9
COc1ccc(NC(=O)CC2Sc3ncnn3C2=O)cc1 (stereo not given),0.43,0.44,.
COc1ccc(/C=C/C(=O)NCc2ccccn2)cc1OC,.,.,-14
Cn1c(=O)c2c(nc(CN3CCN(Cc4ccccc4)CC3)n2Cc2ccc(Cl)cc2)n(C)c1=O,-0.43,0.15,.
Cc1ccc(C)c(-n2c(C)cc(/C=N/NC(=O)c3c(C)nc4cc(C)ccn34)c2C)c1,1.5,1.4,32
COc1ccc(Cl)cc1NS(=O)(=O)c1ccc(S(=O)(=O)N2CCCC2)cc1,-1.8,-1.1,.
O=[N+]([O-])c1ccc(Cl)cc1CNc1ccc(F)c(F)c1,-0.45,-0.2,0
COc1cccc(N=c2oc3ccc(OC)cc3cc2-c2nc3ccccc3[nH]2)c1,2.2,3.3,50
CCOC(=O)c1cc(NC(=O)CSCCO)ccc1Cl,-0.09,0.15,-6
O=C(C1CC1)N(CCN(C(=O)C1CC1)c1ccccc1)c1ccccc1,-0.56,-0.99,44

# Some of the entries so far, with values under each structure.
# Second line of a record: SDO1 yeast rescue | SDO1 yeast rescue Rescue 24 h | INS promoter inh
> C/C(=N\NC(=O)c1cc2c(s1)CCC(C)C2)c1cccnc1 (stereo not given)
  -0.72 | 0.3 | 13
> CCOc1cc(CNCC(C)C)cc(Cl)c1OCc1ccccc1
  . | . | -14
> CCOC(=O)C1CCN(Cc2nc3ccc(Cl)cc3n2CCO)CC1
  0.34 | 0.06 | .
> NC(=O)CSC1=Nc2ccccc2C2=NC(CC(=O)NCc3cccs3)C(=O)N12 (stereo not given)
  0.34 | 1.1 | -55
> COC(=O)c1ccc(Sc2ccc(C)cc2)c(N)c1
  -0.41 | -0.85 | .
> Cc1cc(N2CCN(S(=O)(=O)Cc3ccccc3)CC2)n2ncnc2n1
  1 | 0.71 | 9
> COc1ccc(NC(=O)CC2Sc3ncnn3C2=O)cc1 (stereo not given)
  0.43 | 0.44 | .
> COc1ccc(/C=C/C(=O)NCc2ccccn2)cc1OC
  . | . | -14
> Cn1c(=O)c2c(nc(CN3CCN(Cc4ccccc4)CC3)n2Cc2ccc(Cl)cc2)n(C)c1=O
  -0.43 | 0.15 | .
> Cc1ccc(C)c(-n2c(C)cc(/C=N/NC(=O)c3c(C)nc4cc(C)ccn34)c2C)c1
  1.5 | 1.4 | 32
> COc1ccc(Cl)cc1NS(=O)(=O)c1ccc(S(=O)(=O)N2CCCC2)cc1
  -1.8 | -1.1 | .
> O=[N+]([O-])c1ccc(Cl)cc1CNc1ccc(F)c(F)c1
  -0.45 | -0.2 | 0

# (next part)
Molecule,SDO1 yeast rescue,SDO1 yeast rescue Rescue 24 h,INS promoter inh
OCC(O)/C=N/Nc1nc(N2CCCCC2)nc(N2CCCCC2)n1 (stereo not given),.,.,-33
Cc1ccc(NC(=O)c2c(-c3c(F)cccc3Cl)noc2C)cc1F,-1.2,-0.98,.
O=c1c2sccc2n(Cc2cc(=O)n3ccccc3n2)c(=O)n1-c1ccccc1,0.73,0.38,19
Cc1cc(NCCN2CCCCC2)n2c(nc3ccccc32)c1C#N,-0.83,-0.55,-5
CC(=O)N1CCC2(CC1)CC(=O)c1cc(OCC(=O)NCc3ccc(C)cc3)ccc1O2,0.67,0.71,26
COc1ccc2oc(C)c(C(=O)c3ccc([N+](=O)[O-])cc3)c2c1,-0.18,-0.17,-52
CCCOc1ccc(-c2nnn(CC(=O)c3c[nH]c4ccccc34)n2)cc1,0.74,0.29,-16
Cc1cc(C)nc(/N=C(/NC(=O)Nc2ccc(Cl)c(Cl)c2)Nc2ccccc2)n1,-0.24,-0.49,.
CCn1cnc2sc(C(=O)N(Cc3ccc(N(C)C)cc3)Cc3ccco3)c(C)c2c1=O,-0.78,-0.91,-12

# Bioassay records deposited in PubChem by several laboratories.
